UGM FP inh: inhibitors of M. tuberculosis UDP-galactopyranose mutase; purified UGM, fluorescence polarization probe displacement; inhibition, % at 10 µM; P9WIQ1; 0.06% of 320,000 active; AID 504406; in the data active = inhibition above about 10%, passing the limit was not always enough
Target sequence (P9WIQ1 whole entry, looked up): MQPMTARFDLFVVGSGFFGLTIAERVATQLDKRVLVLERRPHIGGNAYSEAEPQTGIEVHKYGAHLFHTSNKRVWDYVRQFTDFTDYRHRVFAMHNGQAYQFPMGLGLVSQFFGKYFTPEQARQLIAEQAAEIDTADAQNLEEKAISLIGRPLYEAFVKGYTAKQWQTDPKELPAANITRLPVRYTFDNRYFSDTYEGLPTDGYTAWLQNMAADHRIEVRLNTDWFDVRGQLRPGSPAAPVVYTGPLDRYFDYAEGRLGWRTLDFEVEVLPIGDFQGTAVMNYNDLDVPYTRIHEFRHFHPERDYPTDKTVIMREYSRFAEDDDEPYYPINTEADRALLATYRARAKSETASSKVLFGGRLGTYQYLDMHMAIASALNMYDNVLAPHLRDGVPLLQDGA
MazF activator: increases E. coli MazEF RNase cleavage of RNA; P0AE70; FAM/BHQ RNA-DNA oligo cleavage fluorescence, 5 h; activation, % at 20 µM; 0.32% of 350,000 active; in the data active = activation above about 50%
BioA inh: BioA (M. tuberculosis) enzyme inhibition; inhibition, % at 9.99 µM; 0.096% of 360,000 active; purified M. tuberculosis BioA enzyme, plate reader; in the data active = inhibition above about 40%
GDH-TPI counter: inhibits GDH-TPI coupling enzymes, artifact for Mtb FBA screen; AID 588335; 1.2% of 360,000 active; inhibition, % at 4.8 µM; GDH-TPI coupled enzyme counterscreen, NADH absorbance; in the data active = inhibition above about 30%;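 note: 0% = DMSO wells and 100% = wells lacking the enzyme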
PriA SSB inh: K. pneumoniae PriA-SSBct interaction inhibition. AlphaScreen SSBct-PriA binding, biotinylated peptide. inhibition, % at 33 µM. 0.6% of 430,000 active. AID 1272365; in the data active = inhibition mostly above about 37%, no sharp cut-off; inactive = mostly below about 20%;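 note: plate controls were negative control peptide for no effect and reference peptide for full effect; strong numbers were not always called active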
SARS 3CLpro inh: SARS-CoV 3CLpro protease inhibition. 0.14% of 290,000 active. P0C6X7. recombinant SARS-CoV 3CLpro, quenched FRET peptide cleavage. inhibition, % at 6 µM; in the data active = inhibition above about 12%
Mtb FBA inh: Mtb fructose-bisphosphate aldolase inhibition; P9WQA3; purified M. tuberculosis FBA, fluorescence read-out; inhibition, % at 1 µM; 2.3% of 360,000 active; AID 588726; in the data active = inhibition above about 27%;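 note: 0% = vehicle and 100% = reference inhibitor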
Target sequence (P9WQA3 whole entry, looked up): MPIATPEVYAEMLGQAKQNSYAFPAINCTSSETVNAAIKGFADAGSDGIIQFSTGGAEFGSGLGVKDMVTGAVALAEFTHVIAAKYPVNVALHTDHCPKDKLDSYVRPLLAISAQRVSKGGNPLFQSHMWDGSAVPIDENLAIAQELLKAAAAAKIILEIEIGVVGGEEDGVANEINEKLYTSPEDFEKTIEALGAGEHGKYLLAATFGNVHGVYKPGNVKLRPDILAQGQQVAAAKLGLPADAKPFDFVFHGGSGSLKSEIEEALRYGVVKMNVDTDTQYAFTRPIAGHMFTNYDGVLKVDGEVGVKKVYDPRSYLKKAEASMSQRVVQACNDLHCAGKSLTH
Rv3671c protease: inhibitors of M. tuberculosis serine protease Rv3671c; 0.048% of 320,000 active; P9WHR9; inhibition, % at 5.96 µM; in the data active = inhibition above about 38%;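 note: extracellular domain of Rv3671c used as enzyme; 0% = enzyme with DMSO and 100% = no enzyme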
VHR inh abs: inhibitors of human VHR1 phosphatase (DUSP3). P51452. 0.52% of 290,000 active. recombinant VHR phosphatase, pNPP absorbance. inhibition, % at 13.3 µM; in the data active = inhibition above about 50%; note: some compounds called inactive have numbers as strong as hits
Target sequence (P51452 whole entry, looked up): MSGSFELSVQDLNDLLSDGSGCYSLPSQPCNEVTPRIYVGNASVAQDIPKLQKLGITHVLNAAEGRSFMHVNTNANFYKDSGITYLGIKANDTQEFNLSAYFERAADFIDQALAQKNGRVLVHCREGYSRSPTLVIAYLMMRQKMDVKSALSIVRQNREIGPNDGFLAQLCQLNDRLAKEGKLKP
BH1578 lux ind: quorum light induction in luxS cqsA deficient V. cholerae; V. cholerae BH1578 lux reporter, luminescence, 6 h; activation, % at 18.7 µM; 0.16% of 350,000 active; in the data active = activation mostly above about 9.7%, no sharp cut-off; note: not every result past the cut was called active; inactives centre near 0; reference of the scale not given here
* = called active by the depositor; i = inactive; . = no result given; & = joins results of further samples.

SMILES	UGM FP inh	MazF activator	BioA inh	GDH-TPI counter	PriA SSB inh	SARS 3CLpro inh	Mtb FBA inh	Rv3671c protease	VHR inh abs	BH1578 lux ind
CCS(=O)(=O)C1=NN2C(=N)/C(=C\c3ccc(OCCOc4cccc(OC)c4)c(OC)c3)C(=O)N=C2S1	3.1	-2.8	4.7	3.8	4.0	-2.5	9.6	-39.5	-6.2	0.0
COCCNC(=O)c1ccc(CN2CCc3ccccc3C2)cc1	5.6	2.0	.	6.0	-8.8	-1.4	-2.0	7.6	-8.4	0.4
Cc1cc2c(=O)n(C)c(SCC(=O)NCC3CCCO3)nc2s1 (configuration not stated)	.	-1.7	-1.5	17.3	0.9	.	-1.6	.	.	-3.2
COc1cccc(-n2nnnc2SCC(=O)Nc2ccc3c(c2)OCCO3)c1	-2.4	4.1	1.3	11.3	-3.4	0.9	-0.2	0.8	41.4	.
CN(C1=NC(=O)CS1)c1ccc(O)cc1	2.3	3.4	-1.4	2.5	4.9	2.1	-1.6	-14.5	21.1	-0.5
C/C(=N\NC(=O)c1cc2ccccc2cc1O)c1ccc2c(c1)OCO2	1.0	3.1	-0.8	27.2	.	0.9	-0.8	3.3	20.8	-5.0
O=C(c1ccco1)N1CCN(c2ncnc3c(-c4ccc(Cl)cc4)nsc23)CC1	0.0	7.3	0.8	-3.0	-5.1	-0.6	1.6	3.2	11.5	-1.8
CCCCC(=O)Nc1ccc(Br)cc1C(=O)O	-1.7	0.2	-1.3	-4.4	4.1	0.3	-2.0	0.4	4.0	-3.2
O=C(/C=C/c1ccc(F)cc1)NC(=S)N1C[C@H]2C[C@H](C1)c1cccc(=O)n1C2	0.4	-2.6	0.2	9.7	-2.8	1.4	4.0	-11.6	16.6	-0.5
CCCCCCCc1nc2c(=O)n(C)c3ccccc3c2o1	0.9	6.7	.	-8.2	-14.4	-3.3	3.1	0.4	-19.9	-0.7
CC(C)(C)C1CCC(C(=O)Nc2nccs2)CC1 (configuration not stated)	3.5	3.7	1.6	4.2	-3.2	-1.4	-2.3	-9.1	20.7	-0.4
CN(CC(=O)Nc1ccc(Cl)c(C(F)(F)F)c1)C(=O)C1CC(=O)N(Cc2ccco2)C1 (configuration not stated)	2.6	1.9	0.6	0.3	-4.4	.	-0.1	-4.1	.	-1.3
CCOc1ccc(C(=O)NCC(=O)Nc2ccncc2)cc1OCC	1.2	2.2	-1.8	-1.6	1.5	.	0.4	-5.2	.	i
CCCOC1CCCN(Cc2cn(C)nc2-c2ccccc2F)C1 (configuration not stated)	0.4	-8.5	.	-8.5	0.0	-1.5	-2.4	3.2	16.4	i
O=C(COC(=O)c1ccc(CN2CCCC2=O)cc1)Nc1ccc(F)cc1	0.5	2.9	0.1	4.9	-7.3	.	6.4	-2.8	.	i

Some entries already given, limited to MazF activator and GDH-TPI counter.
canonical_smiles	MazF activator	GDH-TPI counter
O=C(COC(=O)c1ccc(CN2CCCC2=O)cc1)Nc1ccc(F)cc1	2.9	4.9
CN(CC(=O)Nc1ccc(Cl)c(C(F)(F)F)c1)C(=O)C1CC(=O)N(Cc2ccco2)C1 (configuration not stated)	1.9	0.3

New compounds follow.
SMILES	UGM FP inh	MazF activator	BioA inh	GDH-TPI counter	PriA SSB inh	SARS 3CLpro inh	Mtb FBA inh	Rv3671c protease	VHR inh abs	BH1578 lux ind
CCN(CC)C(=O)Cn1c(=O)c2ccccc2n2c(=S)sc(-c3cccc(C)c3)c12	1.1	-287.4	-0.6	1.9	-1.1	-0.2	16.9	-4.1	18.1	i
COCCNc1nc(-c2cc(C)c(C)cc2C)cs1	0.2	-3.5	.	-4.8	-12.3	7.8	1.6	-3.3	5.1	0.4
CCOC(=O)c1ccc(-n2c(CCC(=O)O)ccc2-c2ccccc2)cc1	0.8	-2.0	-1.3	1.7	-3.3	3.3	4.7	1.2	-3.3	i
COc1ccc(C(C)=O)cc1CSCC(=O)O	1.5	11.1	.	-14.2	-4.3	-0.9	-3.0	9.0	8.5	-0.2
COc1ccc(C(=O)N/N=C(/C)c2cccc(NC(=O)C(F)(F)F)c2)cc1	0.7	9.4	.	-1.8	.	-0.2	3.1	1.5	-1.5	2.7
COc1cc(/C=C/C(=O)Nc2ccc3nc4n(c(=O)c3c2)CCCC4)cc(OC)c1OC	1.6	2.8	.	38.2*	-8.6	-3.0	-3.0	-5.6	11.9	-0.3
CCOc1ccc2nc(SCc3ccccc3C#N)sc2c1	0.8	-7.9	-0.1	-5.5	-4.8	-1.1	-2.1	-3.7	-20.1	i
CCN1C(=O)c2cccc3c(NS(=O)(=O)c4ccc(NC(C)=O)cc4)ccc1c23	-2.4	2.1	2.8	17.9	-8.0	-3.1	1.0	0.9	7.0	-0.3
COc1cc(NC(=O)/C=C/c2ccccc2[N+](=O)[O-])cc(OC)c1	-1.7	14.8	.	12.9	-7.0	-2.0	2.1	2.6	32.7	i
CCOc1ccc(C(=O)Nc2sc3c(c2C(=O)OC)CC(C)(C)NC3(C)C)cc1	2.1	24.6	-2.5	10.9	-9.0	1.2	1.7	1.4	16.5	-0.3
CCN(CC)Cc1cc2[nH]c3c4ccc(Cl)cc4ncc3c2cc1OC	.	19.0	0.7	4.7	-11.7	-24.1	1.7	.	30.7	-0.5
CC1CCN(c2nc(-c3ccc(F)cc3)cc(C(F)(F)F)n2)CC1	2.4	2.5	.	-1.5	-63.7	-1.8	-0.7	0.8	23.2	-1.6
Cc1ccc(C)c(NC(=S)N2CCN(S(=O)(=O)c3ccccc3)CC2)c1	-2.7	7.9	1.1	10.3	-2.3	-0.5	-0.7	.	18.7	-1.8
CCN(c1ccccc1)S(=O)(=O)c1ccc(N2CCN(c3ccc(O)cc3)CC2)nc1	0.9	-2.3	.	7.9	26.9	.	-1.0	0.2	.	.
COc1ccc(/C=C(\NC(=O)c2ccccc2)C(=O)N/N=C/c2cccnc2)cc1	2.6	-0.5	.	39.0*	i	1.6	-2.5	0.1	1.4	-0.5

One compound at a time (already shown). Order of values: UGM FP inh | MazF activator | BioA inh | GDH-TPI counter | PriA SSB inh | SARS 3CLpro inh | Mtb FBA inh | Rv3671c protease | VHR inh abs | BH1578 lux ind
Listed for CCN(CC)C(=O)Cn1c(=O)c2ccccc2n2c(=S)sc(-c3cccc(C)c3)c12 = 1.1 | -287.4 | -0.6 | 1.9 | -1.1 | -0.2 | 16.9 | -4.1 | 18.1 | i
Listed for CCOc1ccc2nc(SCc3ccccc3C#N)sc2c1 = 0.8 | -7.9 | -0.1 | -5.5 | -4.8 | -1.1 | -2.1 | -3.7 | -20.1 | i
Listed for CCN(c1ccccc1)S(=O)(=O)c1ccc(N2CCN(c3ccc(O)cc3)CC2)nc1 = 0.9 | -2.3 | . | 7.9 | 26.9 | . | -1.0 | 0.2 | . | .

Following part
SMILES	UGM FP inh	MazF activator	BioA inh	GDH-TPI counter	PriA SSB inh	SARS 3CLpro inh	Mtb FBA inh	Rv3671c protease	VHR inh abs	BH1578 lux ind
COc1cccc(NC(=O)CN(C)C(=O)C2CC3C=CC2C3)c1 (configuration not stated)	-3.8	3.4	1.3	-2.2	-10.6	.	1.1	-2.1	.	-0.4
CC(NC(=O)c1cc(-c2ccccc2)on1)c1ccccc1 (configuration not stated)	-2.1	-17.6	.	13.1	1.7	-2.3	2.7	2.2	-7.7	-0.2
CCc1ccccc1NC(=S)N1CCC(C(=O)c2ccc(F)cc2)CC1	-1.6	-8.8	0.7	3.3	-10.0	-5.7	0.3	-10.2	18.6	-0.4
CCN(CC)CCCNC(=O)CCn1nc(-c2ccccc2)ccc1=O	-0.9	4.0	-1.2	5.9	-7.3	-5.2	0.6	-0.1	48.3	i
NC(=O)c1c(NC(=O)c2ccccc2)sc2c1CCc1ccccc1-2	1.7	-1.7	.	15.4	-6.9	-8.9	4.7	-4.4	-17.1	0.5
O=C(NCc1ccccc1C(F)(F)F)C1CC(c2ccccc2C(F)(F)F)=NO1 (configuration not stated)	3.6	0.3	1.6	9.2	-2.6	.	8.9	-6.6	7.3	i
O=C(NC1CCN(C(=S)NCc2ccco2)CC1)NC12CC3CC(CC(C3)C1)C2	-0.8	2.5	-0.9	20.8	-7.1	2.1	4.0	0.8	-11.1	-0.7
CCC1COCCS(=O)(=O)N1Cc1ccccc1 (configuration not stated)	6.2	2.1	-1.3	12.8	-1.5	1.5	3.9	-25.7	16.6	i
Cc1cccc(S(=O)(=O)Nc2ccc(-c3ccc4nncn4n3)cc2)c1	-0.4	5.3	.	11.3	-1.1	.	-2.1	-2.5	.	i
Cc1ncc([N+](=O)[O-])n1CC(=O)Nc1ccc(Cl)cc1	3.7	-4.1	-1.9	15.9	2.8	-3.9	-1.1	-3.1	41.1	i
CN(C)CCCN(C(=O)c1ccc2c(c1)CCCC2)c1nc2cc3c(cc2s1)OCO3	-3.0	23.1	1.1	7.0	23.0&9.7	1.5	0.9	-3.3	4.4	i
Cc1ccc(NC(=Nc2ccc(Br)cc2)N2CCOCC2)cc1C	-0.2	11.8	-0.4	7.6	-0.2	-2.4	-0.5	-8.3	10.1	i
CCOC(=O)COc1cccc2c(=O)n(CC(=O)N3CCc4ccccc43)ccc12	0.1	-8.5	-1.7	3.4	8.8	-2.1	1.7	6.2	1.2	-0.2
CCC1(CC)C(=O)N(c2ccccc2)C(=N)N(c2ccccc2)C1=O	.	7.1	-5.4	13.6	-10.0	.	4.3	.	.	i
CO/N=C/NC(=O)NOCc1c(Cl)cccc1Cl	-1.9	-14.9	1.4	0.3	i	4.3	-3.5	1.8	14.3	.
COc1ccc(C2/C=C\CN(C(=O)C3CCCCC3)CC(=O)N2Cc2ccc(F)cc2)cc1 (configuration not stated)	2.0	0.0	-0.6	0.0	-2.1	.	0.4	0.4	11.1	i
COc1cccc(NC(=O)c2ccc(CN3CCOCC3)cc2)c1	1.0	2.3	0.6	-1.3	1.8	1.1	0.6	-7.4	25.9	0.9
CCc1ccccc1N(C(=O)CCC(=O)Nc1cc(C)on1)C(C(=O)NC1CCCC1)c1ccco1 (configuration not stated)	1.7	-4.6	-1.5	5.3	-3.1	.	-0.2	-0.8	20.9	i
C(=NNc1nnn(Cc2ccccc2)n1)c1ccccc1	.	8.9	-1.1	7.1	.	.	-1.5	.	.	0.7
COc1cccc(NC(=S)NCCc2ccccn2)c1	2.6	4.7	-4.7	6.2	-2.4	3.0	4.1	-3.6	17.5	i
Cn1c(=O)c2c(nc(SCC(=O)NC34CC5CC(CC(C5)C3)C4)n2C)n(C)c1=O	-0.8	-9.3	.	-4.7	-12.2	3.5	1.8	-10.3	12.9	-2.2
CC(CNCCCn1cnc2c(OCc3ccccc3)ncnc21)c1ccccc1 (configuration not stated)	.	23.0	2.1	-6.6	-17.1	.	1.4	.	.	i
CC[C@]1(C(=O)OC)[C@H]2C(=O)N(C)C(=O)[C@H]2[C@H]2CN=C(SCc3ccc(C(=O)OC)cc3)N21	.	0.3	-0.2	11.5	-6.0	.	0.1	.	.	i
S=c1[nH]cnc2sc(-c3ccccc3)cc12	3.8	-2.1	.	52.4*	-1.6	2.8	-2.8	-1.3	-2.9	-0.2
CCOC(=O)C1=C(C)NC(=O)NC1c1cccc(O)c1 (configuration not stated)	4.1	7.9	.	1.8	-7.6	3.3	0.7	-4.3	3.6	i
CCOC(=O)Nc1ccc(S(=O)(=O)Nc2nccc(C)n2)cc1	-6.0	1.8	-2.5	1.0	4.9	3.5	2.7	-5.1	-0.5	.

From PubChem BioAssay

A portion of the library (hit frequency here may not be typical).
